GPR55 LPI antagonism – GPR55 antagonists blocking LPI-driven arrestin recruitment, primary screen, imaging, U2OS, beta-arrestin-GFP, LPI agonist (AID 2013); U2OS GPR55 beta-arrestin-GFP translocation imaging, LPI antagonism; higher % means a stronger effect; one-dose inhibition, % at 10 µM; IC50 in µM for titrated hits; hit rate 0.13% among 290,000;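 active = spots per cell inhibited over 60%, with over 100 cells counted and total cytoplasm intensity under 500,000; inconclusive = wells with under 100 cells, flagged as likely toxic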;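 note: U2OS cells stably carrying GPR55 and arrestin-GFP stimulated by 5 µM LPI near EC80; imaged beta-arrestin-GFP aggregate spots per cell after agonist stimulation; plate controls were LPI-stimulated DMSO wells for no effect and DMSO wells without LPI for full effect; some results filed as inactive read as strong as hits; confirmed hits need IC50 under 10 µM and bright autofluorescent wells are also inconclusive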
NOD1 inhibition – NOD1 signaling inhibitors, primary screen, cell-based, luminescence, uHTS (AID 1578) | NOD1-driven NF-kB luciferase reporter cells, luminescence; higher % means a stronger effect | inhibition, % at 4 µM; hits with a dose series show EC50 in µM | hit rate 1% among 290,000; in the data active = inhibition mostly above about 36%, no sharp cut-off; inactive = mostly below about 34%;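 note: HEK-293T reporter cells stimulated with the NOD1 agonist gamma-tri-DAP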
NOD2 inhibition – NOD2 signaling inhibitors, cell-based, luminescence, uHTS, HEK293 (AID 1566); one-dose inhibition, % at 4 µM; EC50 in µM for titrated hits; hit rate 0.63% among 290,000; HEK293 NOD2/NF-kB luciferase reporter, luminescence; higher % means a stronger effect; note: many of its hits are not listed in these tables
GPR55 activation – selective activators of receptor GPR55 – imaging, U2OS cells, beta-arrestin-GFP redistribution, primary screen (AID 1961) | U2OS GPR55 beta-arrestin-GFP redistribution imaging; higher % means a stronger effect | one-dose activation, % at 10 µM; EC50 in µM for titrated hits | hit rate 0.048% among 290,000;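 active = activation above 40% with more than 50 cells counted in the well; inconclusive = wells holding fewer than 50 cells, flagged as toxic or sparse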;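 note: U2OS osteosarcoma cells stably expressing GPR55 and beta-arrestin-GFP; plate controls were DMSO negative control for no effect and LPI positive control for full effect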
NTR1 agonist – agonists of NTR1, primary screen, imaging, U2OS cells, beta-arrestin-GFP, high content (AID 493036); P30989; NTR1-U2OS beta-arrestin-GFP spot imaging, agonist mode; activation, % at 20 µM; hit rate 0.17% among 330,000;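 active = activation at or above 40% of the spot to cytoplasm intensity ratio, with at least 20 cells analyzed; inconclusive = wells under 20 cells, flagged as cytotoxic or low count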;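 note: 0% = DMSO without peptide and 100% = 100 nM NTR1 peptide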
Target sequence (P30989 whole entry, looked up): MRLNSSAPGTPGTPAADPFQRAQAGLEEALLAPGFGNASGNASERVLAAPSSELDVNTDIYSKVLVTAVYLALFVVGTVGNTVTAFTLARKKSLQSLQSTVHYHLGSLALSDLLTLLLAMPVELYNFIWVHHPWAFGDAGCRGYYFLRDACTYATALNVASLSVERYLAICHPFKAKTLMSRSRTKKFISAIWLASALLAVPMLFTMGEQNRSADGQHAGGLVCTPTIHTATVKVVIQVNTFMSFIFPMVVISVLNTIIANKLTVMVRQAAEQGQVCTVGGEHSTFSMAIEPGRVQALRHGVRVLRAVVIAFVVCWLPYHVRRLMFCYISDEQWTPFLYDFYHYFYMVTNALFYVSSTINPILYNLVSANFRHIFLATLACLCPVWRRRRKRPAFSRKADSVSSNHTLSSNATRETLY
KOR beta-arrestin-1 – KOR antagonists, beta-arrestin recruitment, cell-based, luminescence, uHTS (AID 1778); inhibition, % at 10 µM; hits with a dose series show IC50 in µM; hit rate 0.091% among 290,000; KOR beta-arrestin recruitment, luminescence, antagonist mode; higher % means a stronger effect; note: strong numbers were not always called active
Myeloid diff MLP – myeloid differentiation induction; calls only at 10 µM; hit rate 1% among 360,000; AID 624256; ER-HoxA9 myeloid progenitors, lysozyme-GFP differentiation, flow cytometry;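 active = normalized GFP-positive differentiation at or above the plate's own cutoff, the solvent-only control mean plus 3 SD; inconclusive = no clear call, values can overlap the other calls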;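 note: cells exposed to compound for four days before flow analysis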
KOR beta-arrestin-2 – kappa opioid receptor activators – cell-based, luminescence, uHTS, primary screen (AID 1777); activation, % at 10 µM, or EC50 in µM where a hit was titrated; hit rate 0.02% among 280,000; KOR beta-arrestin recruitment, luminescence; higher % means a stronger effect; in the data active = activation above about 50%, passing the limit was not always enough; note: a part of the inactive calls stands beside numbers as strong as those of hits
T cell modulator – T cell immune modulation candidate; 2C CD8+ T cell-vesicle binding, flow cytometry; active compounds read low; calls only at 7 µM; hit rate 0.068% among 330,000;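 active = response, share of CD8 T cells binding vesicles, and their 90th percentile fluorescence all below set limits, cut at about 80% in these data, passing the limit was not always enough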
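incubation = binding step 1.5 h, 37 °C, antibody labelling 20 min, ice | test system = 2C mouse CD8+ T cells | read-out basis = percent CD8+ FL2 mean versus row control | controls = Peptide-free naked vesicles (low) and QL9 vesicles with 0.7% DMSO vehicle (high) | detection = flow cytometry of vesicle-bound cells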
T cell modulator vesicle-bound % – further read-out of T cell modulator, marked with its call; double positive events, %; measured here: CD8+ vesicle-bound cell fraction;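 binding gate set so that unloaded-vesicle control wells show 10% double positive cells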
NTR1 agonist cell count 20 µM – second read-out of NTR1 agonist, no call of its own (marks repeat the call); cell count; measured here: cell count, cytotoxicity flag
Myeloid diff MLP GFP+ MAC1+ % – further read-out of Myeloid diff MLP, marked with its call; GFP+ MAC1+ double positive, %; measured here: differentiation confirmed by MAC1 staining
The depositor's hits bear a star; i = inactive; ? = inconclusive; nt = no result given; [ ] = another dose, or the depositor's remark. Cut-off read from the data, not from the text of the source, unless noted: active = inhibition above about 50%; inactive = the rest. The list is partial (hit frequency here may not be typical).

SMILES | GPR55 LPI antagonism | NOD1 inhibition | NOD2 inhibition | GPR55 activation | NTR1 agonist | NTR1 agonist cell count 20 µM | KOR beta-arrestin-1 | Myeloid diff MLP | Myeloid diff MLP GFP+ MAC1+ % | KOR beta-arrestin-2 | T cell modulator | T cell modulator vesicle-bound %
O=C(CCc1nc(-c2ccc(Cl)cc2)no1)NCC1CCCO1 (stereo unspecified) | 9% | -25% | 7% | -0.1% | -0.9 | 65 | 8%[20 µM] | i | 0.3 | -5.4% | i | 26
Cc1ccc(C)c(CN2C(=O)C3(OCCCO3)c3ccccc32)c1 | 25% | -13% | 2% | -0.1% | 1.2 | 58 | -18% | i | 0.9 | 1.8% | i | 50
COc1cccc(CNc2ccc(F)c(Cl)c2)c1OC | 5% | 1% | 5% | 0.0% | -0.1 | 49 | 15% | i | 4.1 | -2.5% | i | 20
Nc1ccc(-c2nc3ccc([N+](=O)[O-])cc3[nH]2)cc1 | 4% | -24% | -59% | -0.1% | 1.2 | 36 | 15% | i | 0.6 | 5.6% | i | 48
NC(=O)CN1C(=O)NC(c2ccccc2)(c2ccccc2)C1=O | 8% | -11% | -42% | 0.6% | 0.2 | 45 | -62% | i | 0.9 | 9.7% | i | 25
Cn1c(C(=O)Nc2ccc3c(c2)OCCO3)cc2sccc21 | 22% | -68% | -197% | 0.3% | 0.3 | 76 | -14% | i | 1.7 | -1.3% | i | 36
CC1(C)CC(=O)C=C(NNC(=O)OC(C)(C)C)C1 | 7% | 0% | -6% | 0.6% | 0.6 | 60 | -12% | i | 0.5 | 0.0% | i | 35
CC(C)CNC(=S)Nc1ccc(S(N)(=O)=O)cc1 | 8% | -27% | -1% | 0.1% | 2.2 | 66 | 2% | i | 1.0 | -0.8% | i | 41
COc1ccc(-c2nc(CSCC(=O)NCCCN3CCCC3=O)c(C)o2)cc1 | 9% | 12% | 1% | 0.5% | -0.1 | 79 | -26% | i | 13 | -3.3% | i | 6
COc1ccc(CNC(=O)[C@H](C)NC(=O)C2CCN(S(=O)(=O)c3ccc(F)cc3)CC2)cc1 | 12% | 1% | 19% | -0.1% | -0.1 | 52 | 25% | i | 3.1 | 3.7% | i | 48
CCOC(=O)c1sc(NC(=O)c2cccc(S(=O)(=O)N3CCc4ccccc43)c2)c(C#N)c1C | -13% | 80%* | 34% | -0.1% | 7.7 | 63 | 4% | i | 0.5 | 0.9% | i | 32
CCOc1ccc(S(=O)(=O)N2CCCC(C(=O)NCc3ccco3)C2)cc1 (stereo unspecified) | 15% | -22% | -7% | 0.3% | 0.8 | 67 | -20% | i | 2.0 | -0.7% | i | 63
Cc1c(CCOC(=O)c2cc([N+](=O)[O-])cc([N+](=O)[O-])c2)sc[n+]1CC(=O)c1ccccc1 | -10% | -28% | -6% | -0.5% | 1.3 | 35 | 5% | i | 0.5 | 1.3% | i | 40
CCn1c(=O)cc(OCC(=O)Nc2ccc(C)cn2)c2ccccc21 | 23% | -7% | 21% | -0.1% | -0.3 | 90 | 3% | i | 2.7 | 0.2% | i | 28
COc1ccccc1CNC(=O)C1CCN(S(=O)(=O)c2ccc(N3CCCC3=O)cc2)CC1 | 0% | -29% | -2% | -0.1% | -1.0 | 53 | -5% | i | 0.0 | 4.1% | i | 20
C=CCNC(=S)NNC(=O)C(CCC(C)C)CC(C)O (stereo unspecified) | 2% | 0% | 4% | 0.6% | -2.2 | 63 | -19% | i | 0.9 | 0.8% | i | 43
COc1cccc(OC)c1OCCCCCCN1CCN(C)CC1 | 4% | -7% | -27% | 0.0% | 0.4 | 54 | -9% | i | 0.7 | -4.3% | i | 45
CN1CCN(C(=O)Cn2ncc3c([nH]c4ccccc43)c2=O)CC1 | 7% | -6% | 8% | -0.4% | 0.0 | 63 | -42% | i | 3.6 | 8.8% | i | 22
COCCNC(=O)C(NC(=O)C1CCC(C)CC1)C(C)C (stereo unspecified) | -6% | -47% | 5% | -0.3% | -0.6 | 52 | -24% | i | 0.8 | 0.9% | i | 28
CC(Oc1ccc(Br)cc1Br)C(=O)Nc1cccnc1 (stereo unspecified) | -4% | -13% | 28% | -0.1% | 1.8 | 57 | -3% | i | 3.3 | 5.8% | i | 24
COCCNC(C(=O)Nc1ccc([N+](=O)[O-])cc1Br)c1ccccc1 (stereo unspecified) | 68% | 3% | 6% | -0.3% | 3.0 | 49 | 3% | i | 0.8 | -2.5% | i | 47
COc1ccc(NC(=S)N2CCCC(c3nc4ccc(C)cc4[nH]3)C2)c(OC)c1 (stereo unspecified) | 11% | -22% | -2% | 0.7% | 3.9 | 32 | -16% | i | 0.3 | -0.7% | i | 32
Cc1ccc(C)c(N(CC(=O)Nc2ccc(-c3nc4ccc(C)cc4s3)cc2)S(C)(=O)=O)c1 | -5% | 0% | 10% | 0.0% | 3.2 | 59 | -35% | i | 0.7 | 1.6% | i | 46
Cc1ccc2nc(SCc3nnc(-c4cccs4)o3)[nH]c2c1 | 2% | 10% | 13% | -0.3% | 1.0 | 85 | -18% | i | 0.6 | 0.8% | i | 29
O=C(CCn1c(=O)c2ccccc2n(CC(=O)NC2CCCC2)c1=O)NCCc1ccc(Cl)cc1 | -4% | -20% | 5% | -0.1% | -0.5 | 84 | 14% | i | 0.6 | 0.6% | i | 37
COc1ccc(CNC(=O)CN(C)Cc2ccccc2F)cc1OC | 3% | 11% | 8% | -0.1% | 0.8 | 43 | -2% | i | 0.4 | 0.2% | i | 23
CCC(C)[C@H](NC(=O)NC1CCCc2ccccc21)C(=O)OC (stereo partly specified) | 1% | -1% | -7% | 0.1% | -0.5 | 60 | 9% | i | 1.5 | 0.5% | i | 22
O=c1[nH]c(/C=C/c2ccccc2F)nc2ccccc12 | 47% | -16% | -161% | -0.2% | 1.7 | 74 | -73% | ? | nt | 3.9% | i | 60
COc1ccc2c(c1)c(=O)oc1cc(OCC(=O)N3CCC(C)CC3)ccc12 | 10% | -3% | -32% | 0.2% | -1.7 | 106 | -224% | i | 0.6 | 9.7% | i | 11
Cc1cc2c(cc1C)N(C(=O)CSc1nncn1C)C(C)(C)c1ssc(=S)c1-2 | 12% | -15% | 15% | 0.5% | 0.8 | 42 | 14% | i | 5.1 | -4.0% | i | 13
COc1ccccc1CCN=C(N)NS(=O)(=O)c1ccc(C)c(C)c1 | 6% | -17% | 12% | 0.3% | 0.3 | 54 | -8% | i | 5.9 | 2.2% | i | 17
CC1=C(C(=O)c2ccccc2)C(c2cccc([N+](=O)[O-])c2)NC(=S)N1 (stereo unspecified) | -9% | -29% | 8% | -0.2% | 0.1 | 30 | 24% | i | 0.9 | -1.9% | i | 36
COc1cc(/C=C/C2=CC(C)(C)NC(=S)N2)cc(OC)c1OC | 12% | -35% | -14% | 0.5% | 3.1 | 78 | -45%[20 µM] | i | 0.0 | -1.9% | i | 62
CC(C)Oc1cccc(C(=O)C2CCCN(Cc3cnc(N4CCOCC4)s3)C2)c1 (stereo unspecified) | 6% | 0% | 23% | -0.1% | 3.5 | 54 | -16%[20 µM] | i | 0.2 | nt | i | 64
O=C(OCC1COc2ccccc2O1)c1ccccc1F (stereo unspecified) | -5% | 2% | -3% | 0.1% | 0.5 | 55 | -2% | i | 4.5 | -6.0% | i | 28
CC(=O)Nc1ccc2nc(NC(=O)COc3ccc([N+](=O)[O-])cc3)sc2c1 | -1% | 10% | -9% | -0.2% | 0.3 | 31 | 7%[20 µM] | i | 0.8 | 0.2% | i | 38
NC1=NC(=O)C(Cc2ccc(Br)cc2)S1 (stereo unspecified) | -4% | -13% | 0% | 0.3% | 1.3 | 51 | 19% | i | 2.4 | -1.0% | i | 28
C=C(CC1([C@@H](NP(=O)(c2ccccc2)c2ccccc2)[C@H]2C[C@@H]2CCCC)CC1)c1ccccc1 | 10% | 4% | 14% | -0.1% | 10 | 59 | 19% | i | 1.7 | -1.7% | nt | nt
CCN(C(=O)Cn1c(=O)n(Cc2ccccc2)c(=O)c2ccccc21)c1cccc(C)c1 | 1% | -16% | 1% | 0.0% | 0.6 | 92 | 4% | i | 1.4 | 0.1% | i | 22
Cc1ccc(C(C)C)c(OCC(=O)Nc2ccc(N3CCN(S(C)(=O)=O)CC3)cc2)c1 | 6% | nt | -19% | -0.2% | 3.3 | 52 | 30% | i | 0.4 | -1.0% | i | 36
CC(C)C[C@H](NC(=O)Nc1ccc(S(N)(=O)=O)cc1)C(=O)O | -7% | 10% | 9% | -0.2% | 2.4 | 40 | -20% | i | 5.8 | 0.5% | i | 37

One compound at a time (already shown).
Entry for O=C(OCC1COc2ccccc2O1)c1ccccc1F (stereo unspecified) = GPR55 LPI antagonism: -5%; NOD1 inhibition: 2%; NOD2 inhibition: -3%; GPR55 activation: 0.1%; NTR1 agonist: 0.5; NTR1 agonist cell count 20 µM: 55; KOR beta-arrestin-1: -2%; Myeloid diff MLP: i; Myeloid diff MLP GFP+ MAC1+ %: 4.5; KOR beta-arrestin-2: -6.0%; T cell modulator: i; T cell modulator vesicle-bound %: 28
Entry for Cc1ccc(C)c(N(CC(=O)Nc2ccc(-c3nc4ccc(C)cc4s3)cc2)S(C)(=O)=O)c1 = GPR55 LPI antagonism: -5%; NOD1 inhibition: 0%; NOD2 inhibition: 10%; GPR55 activation: 0.0%; NTR1 agonist: 3.2; NTR1 agonist cell count 20 µM: 59; KOR beta-arrestin-1: -35%; Myeloid diff MLP: i; Myeloid diff MLP GFP+ MAC1+ %: 0.7; KOR beta-arrestin-2: 1.6%; T cell modulator: i; T cell modulator vesicle-bound %: 46
Entry for COc1cccc(CNc2ccc(F)c(Cl)c2)c1OC = GPR55 LPI antagonism: 5%; NOD1 inhibition: 1%; NOD2 inhibition: 5%; GPR55 activation: 0.0%; NTR1 agonist: -0.1; NTR1 agonist cell count 20 µM: 49; KOR beta-arrestin-1: 15%; Myeloid diff MLP: i; Myeloid diff MLP GFP+ MAC1+ %: 4.1; KOR beta-arrestin-2: -2.5%; T cell modulator: i; T cell modulator vesicle-bound %: 20

Assay outcomes as filed in PubChem.
